# Screening data from PubChem.
# POLK inh = blocks human DNA polymerase kappa activity. 0.53% of 400,000 active. AID 588579. Potency, µM (titrated, usually from 107 µM), inactives show at the top dose activity, negative = inhibition, most hits filed as inhibitors. purified Pol kappa, fluorescent DNA synthesis assay, 10 min. Q9UBT6; note: potency is the fitted concentration of half-maximal effect; % is set by controls: 0 for no effect and ±100 for the full control effect
#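 Activity was followed as the change in fluorescence between reads at 0 and 10 min after starting the reaction with 50 nM substrate. Beforehand, 10 nM polymerase had been preincubated with compound for 15 min at room temperature.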
# APE1 inh = blocks human APE1 abasic DNA cleavage. P27695. recombinant APE1, TAMRA/BHQ-2 abasic DNA cleavage fluorescence. Potency, µM (highest dose often 65.8 µM), without a hit: top-dose activity change, negative = inhibition, actives largely listed as inhibitors. 0.35% of 350,000 active;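 note: potency is the fitted concentration of half-maximal effect; plate controls were vehicle for no effect and reference inhibitor for full effect; nearly all actives have a fitted effect of over 55% in size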
# Target sequence (P27695 whole entry, looked up): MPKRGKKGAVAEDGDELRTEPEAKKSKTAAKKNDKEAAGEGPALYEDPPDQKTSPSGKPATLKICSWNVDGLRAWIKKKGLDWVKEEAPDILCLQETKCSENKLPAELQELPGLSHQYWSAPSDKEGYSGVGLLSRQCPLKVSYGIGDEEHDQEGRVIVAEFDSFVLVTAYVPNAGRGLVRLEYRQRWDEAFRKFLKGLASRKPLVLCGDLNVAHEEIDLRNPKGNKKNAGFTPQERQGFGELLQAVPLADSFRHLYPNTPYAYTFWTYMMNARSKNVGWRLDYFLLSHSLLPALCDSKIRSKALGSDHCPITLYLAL
#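 Compound pre-exposure to 0.75 nM APE1, 15 min at ambient temperature. Reaction initiated with 50 nM TAMRA/BHQ-2 THF substrate, read immediately in kinetic mode, 525 nm excitation, 598 nm emission.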
# Apoferritin bind = binds horse apoferritin like a general anesthetic; apoferritin/1-aminoanthracene competitive binding, fluorescence; Potency, µM (doses to about 77.5 µM), for inactives: at the top dose activity change, negative = displacement, most hits filed as inhibitors; AID 485281; P02791; 0.074% of 350,000 active; note: potency is the fitted concentration of half-maximal effect; % is set by controls: 0 for no effect and ±100 for the full control effect; nearly all actives have a fitted effect of over 20% in size
#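 Concentration-response curves derived by four-parameter Hill fitting of normalized fluorescence, where compounds displaced 1-AMA from 10 uM horse apoferritin following a brief 10 min room-temperature incubation; propofol titration acted as positive control.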
# BLM inh = Bloom syndrome helicase (human) inhibition | P54132 | recombinant BLM DNA unwinding, fluorescence dequenching | Potency, µM (titrated, usually from 56.1 µM), for inactives: top-dose activity change, negative = inhibition, most hits filed as inhibitors | 0.2% of 350,000 active;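 note: potency is the fitted concentration of half-maximal effect; plate controls were vehicle for no effect and no enzyme for full effect; nearly all actives have a fitted effect of over 35% in size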
# TRHR ag = agonists of human TRH receptor | P34981 | TRHR cells, calcium flux fluo-8, FDSS agonist mode | activation, % at 2 µM | 0.18% of 360,000 active | AID 493084; in the data active = activation above about 30%; note: 0% is about no effect
#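 Steps: seed TRHR cells overnight; add fluo-8 no-wash Ca dye, RT 30 min–1.5 h; record 10 s baseline; pin-transfer compounds; monitor fluorescence 1 cycle/s for the agonist window. Calcium increases flag candidate agonists.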
# ALOX12 inh = blocks human arachidonate 12S-lipoxygenase. P18054. purified 12hLO, xylenol orange hydroperoxide absorbance. Potency, µM (series often up to 108 µM), for inactives: at the top dose activity change, negative = inhibition, hits mostly inhibitors. 1.1% of 580,000 active. AID 1671190; note: potency is the fitted concentration of half-maximal effect; % is set by controls: 0 for no effect and ±100 for the full control effect
#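 Hydroperoxide product was detected by ferrous iron/xylenol orange as the 573 to 405 nm absorbance ratio. Arachidonic acid at 40 uM (final) was turned over for 30 min at room temperature by 150 nM human 12hLO, pH 7.0 Hepes buffer, after 15 min compound preincubation.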
# Pol iota inh = inhibitors of human DNA polymerase iota | Potency, µM (series often up to 115 µM), for inactives: at the top dose activity, negative = inhibition, usual class: inhibitors | 1% of 390,000 active | AID 588590 | Pol iota fluorescent replication assay, 10 min | Q9UNA4; note: potency is the fitted concentration of half-maximal effect
# Target sequence (Q9UNA4 whole entry, looked up): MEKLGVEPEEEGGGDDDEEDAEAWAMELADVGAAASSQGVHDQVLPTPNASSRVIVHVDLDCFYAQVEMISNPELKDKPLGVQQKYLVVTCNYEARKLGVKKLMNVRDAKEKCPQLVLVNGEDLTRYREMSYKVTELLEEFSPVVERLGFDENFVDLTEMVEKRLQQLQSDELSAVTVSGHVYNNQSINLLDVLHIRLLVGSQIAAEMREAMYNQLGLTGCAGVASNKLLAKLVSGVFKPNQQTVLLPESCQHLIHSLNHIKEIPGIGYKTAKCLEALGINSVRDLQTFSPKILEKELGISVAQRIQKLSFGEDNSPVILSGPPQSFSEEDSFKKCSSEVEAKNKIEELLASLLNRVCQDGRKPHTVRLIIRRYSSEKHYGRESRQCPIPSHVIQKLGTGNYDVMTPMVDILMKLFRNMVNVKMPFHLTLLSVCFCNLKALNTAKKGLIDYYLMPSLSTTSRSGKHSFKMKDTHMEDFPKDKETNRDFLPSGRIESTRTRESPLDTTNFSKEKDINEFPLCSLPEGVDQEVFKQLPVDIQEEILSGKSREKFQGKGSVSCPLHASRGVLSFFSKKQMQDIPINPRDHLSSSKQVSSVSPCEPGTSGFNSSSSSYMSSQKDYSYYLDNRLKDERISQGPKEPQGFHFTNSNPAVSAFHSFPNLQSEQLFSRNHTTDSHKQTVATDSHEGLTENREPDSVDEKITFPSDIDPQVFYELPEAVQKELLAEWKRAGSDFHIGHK
#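 Pol iota at 10 nM preincubated 15 min with compounds at room temperature; reaction started with fluorescent substrate, 50 nM final. Fluorescence read kinetically at 0 and 10 min; buffer-only wells as negative control.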
# Pol beta inh = blocks human DNA polymerase beta activity. AID 485314. Potency, µM (series often up to 114 µM), without a hit: at the highest dose activity change, negative = inhibition, most hits filed as inhibitors. Pol beta primer extension/strand displacement, fluorescence kinetic. 1.3% of 340,000 active. P06746; note: potency is the fitted concentration of half-maximal effect; % is set by controls: 0 for no effect and ±100 for the full control effect
#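 Preincubation: enzyme (10 nM) with compound, 15 min, RT. Reaction: substrate added to 50 nM final. Reads: 0 and 10 min. Analysis: normalized, Hill fit.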
# ERG Ets-DNA blk = blocks human ERG Ets domain binding to DNA | P11308 | fluorescence polarization, His-ERG Ets domain / labelled DNA | Potency, µM (doses to about 76.9 µM), for inactives: at the top dose FP activity, negative = inhibition, most hits filed as inhibitors | 0.028% of 370,000 active | AID 624246; active = well fitted inhibition curve with a large enough effect in the polarisation, with a control signal flat; inconclusive = small, poorly fitted or top-dose-only effect, or effect the other way, or a change in a side signal; inactive = no such curve, though single readings can be large or run the other way; the % refers to the polarisation;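 note: polarization taken with two DNA probes labelled with fluorescein and Texas red; potency is the fitted concentration of half-maximal effect; % of control where 0% means no effect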
#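 His-tagged ERG Ets domain (1 uM in the protein solution; 300mM KCl, 50mM Tris-HCl, 1mM EDTA, 1mM DTT, pH 7.5) received compound, then a probe mix of 5 nM fluorescein-DNA and 100nM Texas-615-DNA. Fluorescence polarization was read for both dyes.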
# * marks the source's active call; other numbers are inactive results; ? = inconclusive; . = no result given; & = joins results of further samples; [ ] = another dose, or the depositor's remark. Unless noted, calls come from the whole dose curve; as a rule, active = well fitted curve in the direction sought with a large enough effect; inconclusive = small, poorly fitted or top-dose-only effect, or another doubt; inactive = no such curve, though single readings can be large; an effect the other way counts as inactive or inconclusive. Only part of the results is shown; count on the stated rates, not on these rows.
SMILES,POLK inh,APE1 inh,Apoferritin bind,BLM inh,TRHR ag,ALOX12 inh,Pol iota inh,Pol beta inh,ERG Ets-DNA blk
CCN(CC)CCCNC(=O)c1cn(C)c(=O)c2c1c1ccccc1n2C,1%,-7%,10%,6%,-0.2,?,-4%,14%,12%
CCOC(=O)NC(Nc1sc2c(c1C(=O)OC)CCN(C)C2)(C(F)(F)F)C(F)(F)F,-16%,-2%,-13%,4%,2.3,186%[activator],14%,6%,-1%
COc1ccc(C(=O)NCCS(=O)(=O)NCc2ccccc2OC)cc1,-3%,-7%,.,.,-0.3,11%,78%[activator],.,3%
O=C(COc1ccccc1[N+](=O)[O-])N1CCN(C(=O)c2ccco2)CC1,2%,32%,-5%,-2%,1.4,0%,99%[activator],?,-2%
O=C(CNC(=O)c1ccc(Br)o1)NNC(=O)c1cccc(Cl)c1,-5%,-4%,.,.,0.5,0%,-9%,.,-4%
NC(=O)c1cnccn1,9%[60.1 µM],?,7%,-1%&-12%&3%,0.5,?,-6%,29%,1%
CN(C(=O)c1cncc(Br)c1)c1c(N)n(Cc2ccccc2)c(=O)[nH]c1=O,11%,-1%,.,.,0.3,-26%,-3%,.,3%
COc1cc(-c2coc3cc(O[C@H]4OC(CO)C(O)C(O)C4O)c(OC)c(O)c3c2=O)cc(O)c1OC (stereo partly drawn),-6%[60.1 µM],2%,4%,4%,.,.,.,.,.
CCOC(=O)c1ccccc1Nc1nc2ccc(C)cc2n2nnnc12,-11%,.,-3%,-8%,0.4,1%,29%,0%,-4%
Cc1cccc(NC(=O)C2CCCC2)c1,-12%,-2%,?,2%,-0.1,0%,15%,27%,-1%
O=C(CSc1nncc(=O)[nH]1)Nc1cccc([N+](=O)[O-])c1,-2%,53%[activator],-13%,-9%,0.6,0%,6%,2%,5%
COc1ccc(Cn2nnnc2C(c2cc3ccc(OC)cc3[nH]c2=O)N2CCCCCC2)cc1 (stereo not drawn),11%,-2%,-17%,-1%,-0.3,-23%,13%,8%,-4%
CN(C)c1ccnc(-n2cccc2/C=N/OCc2cccc(F)c2)c1C#N,-5%,6%,-14%,-1%,-0.7,0%,7%,0%,-4%
O=C(NN=C1CCCCCC1)c1cccs1,12%,22%,-7%,-5%,0.9,25%,-3%,30%,-13%
CC(C)NC(=O)N(C)C[C@H]1Oc2ccc(NS(=O)(=O)c3cn(C)cn3)cc2C(=O)N([C@H](C)CO)C[C@@H]1C,12%,13%,.,.,.,10%,19%,.,2%
CSc1ccc(/C=N\NC(=O)CNc2ccc(C)cc2)cc1,-6%,-5%,?,-3%,0.3,15%,12%,12%,.
COC(=O)c1ccc(Oc2c(C(F)(F)F)oc3c(CN4CCN(C)CC4)c(O)ccc3c2=O)cc1,2%,?,41%[activator],2%,-0.7,13%,3%,14%,-4%
O=C(CCCC(=O)N(CC(=O)NC1CCCC1)Cc1ccccc1)Nc1ccccn1,0%,-4%,-8%,4%,-1.7,58%[activator],2%,-1%,0%
COC(=O)c1sccc1NC(=O)CN(C)NS(=O)(=O)c1ccc([N+](=O)[O-])cc1,9%,-3%,-22%,1%,0.3,?,-11%,2%,-6%
O=C(CNC(=O)c1ccc(Cl)cc1Cl)NCc1ccccn1,-8%,19%,.,.,0.7,0%,5%,.,0%[15.4 µM]
Cc1ccnn1CC(=O)N/N=C/c1cccs1,-5%,3%,-6%,-1%,1.0,1%,183%[activator],62%,-5%
COc1ccccc1-c1sc2cc3c(cc2c1-c1ccc2c(c1)OCO2)OCO3,13%,17%,.,.,0.1,-19%,?,.,5%
CC(=O)NC(CCS(C)(=O)=O)C(=O)Nc1nccs1 (stereo not drawn),-4%,-1%,-7%,1%,1.8,?,-13%,-5%,4%
CCCCn1nnc(NC(=O)c2cc3ccccc3o2)n1,-9%,8%,1%,-3%,2.4,0%,15%,10%,-2%
CCc1c(C2(O)CCCCC2)[nH]c2c(C(=O)OC)cc(Cl)cc12,6%,-3%,30%,-17%,0.2,-7%,12%,-10%,0%

# Fetched by compound from the list above (two):
SMILES,POLK inh,APE1 inh,Apoferritin bind,BLM inh,TRHR ag,ALOX12 inh,Pol iota inh,Pol beta inh,ERG Ets-DNA blk
COC(=O)c1ccc(Oc2c(C(F)(F)F)oc3c(CN4CCN(C)CC4)c(O)ccc3c2=O)cc1,2%,?,41%[activator],2%,-0.7,13%,3%,14%,-4%
O=C(CSc1nncc(=O)[nH]1)Nc1cccc([N+](=O)[O-])c1,-2%,53%[activator],-13%,-9%,0.6,0%,6%,2%,5%

# (list continues)
SMILES,POLK inh,APE1 inh,Apoferritin bind,BLM inh,TRHR ag,ALOX12 inh,Pol iota inh,Pol beta inh,ERG Ets-DNA blk
CC(=O)N1c2ccc(S(=O)(=O)NCCC(=O)Nc3ccccc3C)cc2CC1C (stereo not drawn),-6%,-13%,-5%,1%,0.7,2%,-16%,5%,3%
CC(C)[C@H](NC(N)=O)C(=O)Nc1ccc2c(c1)CCC2,1%,-4%,-8%,-4%,-0.1,0%,-24%,4%,6%
CCOc1ccc(NC(=O)CSc2oc(-c3ccc(C)cc3)nc2S(=O)(=O)c2ccc(C)cc2)cc1,1%,.,-27%,-3%,-0.2,-20%,10%,3.2µM*,1%
CCOC(=O)c1sc(S(C)(=O)=O)c2c1CCc1conc1-2,-3%,-4%,-4%,-13%,0.0,188%[activator],99%[activator],0%,2%[15.4 µM]
COc1ccc(C2NC(=O)NC(O)(C(F)(F)F)C2C(=O)c2ccccc2)cc1OC (stereo not drawn),-2%,1%,-4%,1%,0.3,-5%,-10%,0%,.
CS(=O)(=O)N1N=C(c2ccc(Cl)cc2)CC1c1cccs1 (stereo not drawn),-12%,1%,?,-1%,0.4,0%,18%,0%,1%
COc1ccc(/C=C2\SC(=S)N(CC(=O)NC3CCS(=O)(=O)C3)C2=O)cc1 (stereo not drawn),13%,67%[activator],0%,0%,0.3,-12%,21%,-1%,8%
O=C1CC(c2ccccc2)CC2=C1C=Nc1ccccc1N2 (stereo not drawn),0%,22%,-15%,-4%,0.4,-21%&-2%,18%,3%,6%
CCOC(=O)/C=C1\NC(=O)CS1,10%,1%,-10%,-1%,-0.7,464%[activator],-5%,-3%,-4%
COc1cc(S(=O)(=O)n2ccnc2C(C)C)ccc1Br,-20%,.,-5%,2%,0.6,4%,-12%,0%,-2%
NS(=O)(=O)c1ccc(CCNC(=O)c2ccc(-c3ccccc3)cc2)cc1,-5%,18%,2%,-10%,0.5,-2%,46%[activator],-4%,12%
CC1CCCCC1NC(=O)c1cc2c(=O)n3ccccc3nc2n1C (stereo not drawn),-14%,5%,95%[activator],-5%,-1.8,18%,-4%,17%,6%
O=C1CNC(=O)/C1=C/c1ccc(Br)cc1,4%,0%,11%,-5%,0.8,33%[activator],21%,-105%,-11%
N#CCCN(C(=O)COC(=O)c1cc(S(=O)(=O)N2CCOCC2)ccc1Cl)c1ccc(F)cc1,-19%,8%,.,.,0.0,-27%,25%,.,-4%
CSC1=N/C(=C/c2ccc(-n3cncn3)cc2)C(=O)N1,8%,-6%,7%,-2%,-1.2,-1%,0%,14%,26%
COC(=O)c1ccc(NC(=O)CC2C(=O)N(c3cccc(C)c3)C(=O)N2C2CCCC2)cc1 (stereo not drawn),-2%,.,-6%,-4%,-0.5,-27%,-5%,18%,6%
C=CCn1c(Cc2ccc(OC)cc2)nnc1SCC(N)=O,0%,6%,2%,3%,0.6,-3%,24%,-9%,0%
Cc1csc(NC(=O)C2CC(=O)N(c3ccc4c(c3)OCCO4)C2)n1 (stereo not drawn),-4%,24%,.,.,-0.3,0%,17%,.,2%
CCCCCCCC/C=C\C/C=C\C/C=C\CCCC(=O)O,3%[19.4 µM],3%&-5%,-4%,-1%,.,-1%[12.5 µM],.,.,.

# In the list so far, these have a cyano group.
SMILES,POLK inh,APE1 inh,Apoferritin bind,BLM inh,TRHR ag,ALOX12 inh,Pol iota inh,Pol beta inh,ERG Ets-DNA blk
CN(C)c1ccnc(-n2cccc2/C=N/OCc2cccc(F)c2)c1C#N,-5%,6%,-14%,-1%,-0.7,0%,7%,0%,-4%
N#CCCN(C(=O)COC(=O)c1cc(S(=O)(=O)N2CCOCC2)ccc1Cl)c1ccc(F)cc1,-19%,8%,.,.,0.0,-27%,25%,.,-4%

# A second format for part of the listing above.
Compound | POLK inh | APE1 inh | Apoferritin bind | BLM inh | TRHR ag | ALOX12 inh | Pol iota inh | Pol beta inh | ERG Ets-DNA blk
CC(=O)N1c2ccc(S(=O)(=O)NCCC(=O)Nc3ccccc3C)cc2CC1C (stereo not drawn) | -6% | -13% | -5% | 1% | 0.7 | 2% | -16% | 5% | 3%
CC(C)[C@H](NC(N)=O)C(=O)Nc1ccc2c(c1)CCC2 | 1% | -4% | -8% | -4% | -0.1 | 0% | -24% | 4% | 6%
CCOc1ccc(NC(=O)CSc2oc(-c3ccc(C)cc3)nc2S(=O)(=O)c2ccc(C)cc2)cc1 | 1% | . | -27% | -3% | -0.2 | -20% | 10% | 3.2µM* | 1%
